# Bioassay records: PubChem BioAssay, National Center for Advancing Translational Sciences (NCATS)
# ALDH1A1 inh – inhibitors of human aldehyde dehydrogenase 1A1 | P00352 | Purified ALDH1A1, NADH fluorescence, propionaldehyde substrate | Potency, µM (series often up to 75.3 µM), inactives show at the top dose activity, negative = inhibition, most hits filed as inhibitors | hit rate 7.3% among 220,000 | AID 1030; active = well fitted inhibition curve with a large enough effect, not every such curve was filed as active; inconclusive = small, poorly fitted or top-dose-only effect, or another doubt; inactive = no such curve, though single readings can be large or run the other way;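 also: plate controls were no enzyme wells and a reference inhibitor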
# Target sequence (P00352 whole entry, looked up): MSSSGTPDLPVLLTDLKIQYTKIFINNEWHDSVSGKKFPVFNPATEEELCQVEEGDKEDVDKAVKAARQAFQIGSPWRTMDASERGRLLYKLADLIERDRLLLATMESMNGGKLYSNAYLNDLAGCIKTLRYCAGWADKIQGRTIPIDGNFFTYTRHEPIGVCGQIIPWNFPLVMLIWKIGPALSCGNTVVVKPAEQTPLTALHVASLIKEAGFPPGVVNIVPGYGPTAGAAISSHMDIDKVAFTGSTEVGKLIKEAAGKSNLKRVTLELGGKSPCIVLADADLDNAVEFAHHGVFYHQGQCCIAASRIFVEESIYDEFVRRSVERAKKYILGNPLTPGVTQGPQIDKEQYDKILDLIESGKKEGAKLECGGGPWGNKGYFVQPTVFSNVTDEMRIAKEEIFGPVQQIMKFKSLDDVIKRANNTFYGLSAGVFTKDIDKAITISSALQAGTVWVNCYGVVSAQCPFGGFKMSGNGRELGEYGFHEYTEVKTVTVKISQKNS
# HTT ATP protect – protects HTT-Q103 PC12 cells, measured by ATP. PC12 HTT-Q103 induced, cytoprotection, ATP luminescence, 40 h. Potency, µM (titrated, usually from 56.4 µM), for inactives: cytoprotection (ATP increase), actives largely listed as activators. hit rate 0.14% among 230,000;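 also: % of control where 0% means no effect; nearly all actives have a fitted effect of over 45% in size; toxic huntingtin expression switched on by the ecdysone agonist tebufenozide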
#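 Compounds added alongside 100 nM tebufenozide, which induces toxic Q103 huntingtin exon 1-GFP in stable PC12 cells; surviving cells quantified by luminescent ATP measurement. Medium: phenol red-free DMEM, 5% equine and 5% calf serum.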
# HttQ103 aggreg – mutant huntingtin aggregation inhibition; AID 1688; PC12 HttQ103-GFP aggregates, Acumen cytometry, 40 h; Potency, µM (series often up to 46.1 µM), for the others: top-dose activity change, negative = inhibition, hits mostly inhibitors; hit rate 1.1% among 220,000; also: % is scaled to controls: 0 for no effect and ±100 for the full control effect; nearly all actives have a fitted effect of over 60% in size
#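 Steps: seed 1500 PC12 HTTQ103-GFP cells/well; add tebufenozide, 100 nM final; add compound titration; add ATPLite reagent; quantify GFP aggregates by laser scanning cytometry.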
# Tau FP inhib – blocks human tau fibril formation measured by polarization; P10636; Potency, µM (doses to about 57.7 µM), for inactives: at the highest dose activity, negative = inhibition, most hits filed as inhibitors; hit rate 0.39% among 280,000; K18 P301L tau heparin fibrillization, Alexa594 FP, 6 h; also: % is scaled to controls: 0 for no effect and ±100 for the full control effect; nearly all actives have a fitted effect of over 55% in size
# Target sequence (P10636 561-689 P618L limits assumed): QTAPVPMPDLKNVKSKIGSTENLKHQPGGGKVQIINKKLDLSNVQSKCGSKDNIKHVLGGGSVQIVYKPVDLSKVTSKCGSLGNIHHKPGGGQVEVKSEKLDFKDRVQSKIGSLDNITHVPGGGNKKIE
#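 Compound effects on tau fibrillization are measured by Alexa 594 fluorescence polarization (ex 555, em 632 nm). K18 P301L tau is used at 15 uM with 0.24 uM labeled tracer, and 20 uM heparin induces aggregation over 6 hr at 37 C.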
# Tau ThT inhib – blocks human tau fibril formation measured by thioflavin T | P10636 | recombinant tau K18 P301L, heparin-induced fibrillization, ThT fluorescence | Potency, µM (doses to about 57.4 µM), for the others: top-dose activity, negative = inhibition, hits mostly inhibitors | hit rate 2.1% among 270,000 | AID 1460; also: % is scaled to controls: 0 for no effect and ±100 for the full control effect; nearly all actives have a fitted effect of over 55% in size
#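 K18 P301L tau (15 uM + 0.24 uM Alexa 594-tagged), heparin 20 uM, NaOAc pH 7, 6 h 37 C; ThT 30 uM, 1 h RT, ex 450/em 510 nm.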
# Tau fluor counter – counter-screen for tau fibril formation inhibitors; tau K18 P301L (four-repeat tau fragment) Alexa594 fluorescence, heparin fibrillization; Potency, µM (highest dose often 57.7 µM), for the others: top-dose activity change, negative = decrease; hit rate 0.93% among 280,000; also: % is scaled to controls: 0 for no effect and ±100 for the full control effect; nearly all actives have a fitted effect of over 55% in size
#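 Human K18 P301L tau (15 uM unlabeled plus 0.24 uM Alexa 594-labeled, final) in 100 mM sodium acetate pH 7 was mixed with compound and 20 uM heparin and incubated 6 hr at 37 C.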
# JMJD2E inh – inhibitors of human JMJD2E histone demethylase | B2RXH2 | JMJD2E catalytic domain, FDH-coupled NADH fluorescence (FDH is formaldehyde dehydrogenase) | Potency, µM (series often up to 57.1 µM), for inactives: top-dose activity change, negative = inhibition, most hits filed as inhibitors | hit rate 1.6% among 230,000; active = well fitted inhibition curve with a large enough effect, not every such curve was filed as active; inconclusive = small, poorly fitted or top-dose-only effect, or another doubt; inactive = no such curve, though single readings can be large or run the other way;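 also: 0% = wells with enzyme and -100% = buffer wells without enzyme; nearly all actives have a fitted effect of over 50% in size; many of its hits are not listed in these tables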
# Target sequence (B2RXH2 1-337 limits assumed): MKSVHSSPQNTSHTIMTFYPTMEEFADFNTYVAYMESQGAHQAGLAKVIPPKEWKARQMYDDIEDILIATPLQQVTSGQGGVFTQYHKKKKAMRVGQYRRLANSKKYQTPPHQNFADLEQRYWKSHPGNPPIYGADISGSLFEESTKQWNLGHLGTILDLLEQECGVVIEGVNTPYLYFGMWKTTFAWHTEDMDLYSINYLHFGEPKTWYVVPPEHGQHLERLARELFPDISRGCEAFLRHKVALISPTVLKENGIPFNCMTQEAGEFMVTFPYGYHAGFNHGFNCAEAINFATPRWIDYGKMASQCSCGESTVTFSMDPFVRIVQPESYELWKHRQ
# SMN2 splice enh – SMN2 splice variant enhancement; HEK293 SMN2-luciferase splicing reporter, luminescence, 30-36 h; Potency, µM (titrated, usually from 46.1 µM), for inactives: at the highest dose activity change, positive = activation, most hits filed as activators; hit rate 2.8% among 210,000; also: % of control where 0% means no effect; nearly all actives have a fitted effect of over 55% in size
#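 HEK293 cells carry an SMN2 minigene-luciferase reporter in which exon 7 inclusion puts luciferase in frame. Cells were seeded at 2000 cells/well, attached for 10-12 hours, then exposed to compounds for 30-36 hours at 37C before ONE-Glo luminescence.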
# * marks the source's active call; other numbers are inactive results; ? = inconclusive; . = not tested or not shown; [ ] = another dose, or the depositor's remark. Unless noted, calls follow the shape of the dose curve; as a rule, active = well fitted curve in the direction sought with a large enough effect; inconclusive = small, poorly fitted or top-dose-only effect, or another doubt; inactive = no such curve, though single readings can be large; an effect the other way counts as inactive or inconclusive. Potency is read from the fitted curve at half-maximal effect. The list is partial, so the mix of outcomes need not match the whole.
# Values run as follows: ALDH1A1 inh, HTT ATP protect, HttQ103 aggreg, Tau FP inhib, Tau ThT inhib, Tau fluor counter, JMJD2E inh, SMN2 splice enh
CCOc1ccc(N2C(=O)C3C(c4ccccc4F)NN(C(=O)c4ccc(C)cc4)C3C2=O)cc1 (stereo unspecified)
 : -3%, ., 13%, 2%, -12%, -8%, -5%, -2%
Cc1ccc(Nc2nc(N)nc(CSC(=S)N3CCOCC3)n2)cc1
 : 5%, 13%, -6%, -1%, -9%, -19%, -3%, ?
CCN1CCN(C(=O)c2cn(CC)c3ccc(S(=O)(=O)N(C)C)cc3c2=O)CC1
 : -1%, 5%[10 µM], -7%, 4%, 8%, 6%, -2%, 2%
CNS(=O)(=O)c1cc(OC)c(OC)cc1CC(=O)OC
 : 4%, -7%, 11%, -11%, -1%, -2%, 4%, 14%
COc1ccc([N+](=O)[O-])cc1C(=O)Nc1ccc(OCC(=O)N2CCOCC2)cc1
 : ?, -5%[10 µM], -8%, -4%, -2%, 8%, -5%, -5%
S=c1[nH]nc(-c2cccs2)n1Cc1ccccc1
 : ?, 15%[10 µM], 12%, -2%, -6%, -4%, ?, -2%
CN1CCN(C(=O)NC2CCCN2S(=O)(=O)c2ccc(Cl)cc2)CC1 (stereo unspecified)
 : -1%, 7%[10 µM], 3%, 0%, -2%, 7%, 2%, 10%
CCOC(=O)CC(NC(=O)Cc1ccccc1)c1ccccc1Cl (stereo unspecified)
 : 1%, -9%[10 µM], -10%, -2%, -1%, -5%, 0%, -2%[1.84 µM]
COc1ccc(C2/C(=C(\O)c3cc(C)ccc3C)C(=O)C(=O)N2CCN(C)C)cc1OC (stereo unspecified)
 : -10%, 12%, 22%, 4%, -3%, 3%, -5%, -16%
Cc1ccc(Nc2nnc(C3C(=O)N(C)C4(C)CC3c3cc(Br)ccc3O4)s2)cc1 (stereo unspecified)
 : ?, 13%[10 µM], ?, 12%, -16%, -20%, -25%, 15%
Cc1c(C(Nc2ccccn2)c2ccc(Cl)cc2)c(=O)n(-c2ccccc2)n1C (stereo unspecified)
 : 5%, -26%, 8%, 2%, 2%, 2%, 1%, 1%
CN(C)CCNC(=O)c1ccccc1-c1ccccc1
 : 2%, 9%, -13%, 0%, -1%, 2%, 13%, -6%
CCOC(=O)C(=NC1CCS(=O)(=O)C1)NNc1ccc(Br)cc1 (stereo unspecified)
 : ?, 8%[10 µM], 10%, 19%, -17%, -23%, -13%, -1%
O=C1C(=O)c2ccccc2C(O)=C1c1ccccc1F
 : ., -17%[10 µM], -27%[9.22 µM], -9%, ?, -23%, -13%, .
O=C(COc1cccc2cccnc12)N/N=C/c1cccn1-c1ccc(F)cc1
 : ., 4%[10 µM], -7%[9.22 µM], -11%, ?, -27%, -1%, .
Cc1ccc(CN2C(=O)C(O)(c3c(C)[nH]c4ccccc34)c3ccccc32)cc1 (stereo unspecified)
 : ., ., ., -1%, ?, ?, ., -12%
O=C(O)c1ccncc1
 : -4%, -12%, ., -8%, 2%, -3%, ., 8%
COc1ccc(NC(=O)CN(C)S(=O)(=O)c2cnc[nH]2)cc1Cl
 : ., ., ., -1%, 1%, -4%, ., 11%
CC(C)n1nc(C(=O)OCC(=O)c2c[nH]c3ccccc23)c2ccccc2c1=O
 : ?, -12%[10 µM], -11%, ?, -9%, ?, -7%, 8%
CSc1cccc(CN2CCN(Cc3ccccc3)C(CCO)C2)c1 (stereo unspecified)
 : 17%, 15%[10 µM], -4%[9.22 µM], -4%, -2%, -8%, 3%, .
CSCCC(C(=O)O)N1C(=O)c2ccc(C(=O)O)cc2C1=O (stereo unspecified)
 : -3%, -8%, 8%, 0%, -2%, 1%, 2%, .
C/C(=N\Nc1ccc(F)cc1F)c1ccccc1O
 : ?, -47%, -6%, 7%, ?, ?, -1%, 7%
Cc1sc(NC(=O)COc2ccccc2)c(C#N)c1-c1ccccc1
 : 5%, 42%[10 µM], -1%, -4%, 4%, -6%, -3%, -13%
O=c1cc(CN2CCc3ccccc32)nc2sccn12
 : ?, 8%, 3%[9.22 µM], 10%, -11%, ?, ?, -7%
CN(C)c1nc(Oc2ccc(=O)[nH]n2)nc(N2CCCCC2)n1
 : 4%, 12%, 9%, -5%, 1%, -3%, -1%, -13%
Cc1cccc(N(C(=O)Nc2ccccc2)C2=NCC(C)S2)c1 (stereo unspecified)
 : -3%, -18%, -5%, -1%, 3%, -2%, -5%, 20%
Cc1c(C(=O)NCCSCc2cccc(C(F)(F)F)c2)cnn1-c1ccc(F)cc1
 : -9%, 5%[10 µM], -2%[9.22 µM], 4%, -17%, -26%, ?, .
COc1cccc(Oc2ccc3nnc(C(F)(F)F)n3n2)c1
 : -3%, -8%[10 µM], -5%, 4%, 4%, 12%, -8%, -14%
C=CCNc1nc(-c2cc3ccccc3o2)cs1
 : ?, -13%[10 µM], -6%, -4%, ?, ?, ?, 0.56µM*
CCOc1ccccc1Nc1nc(-c2sc(C)nc2C)cs1
 : 20µM*, 14%[10 µM], 10%[9.22 µM], 5%, ?, ?, ?, .
CCOC(=O)Cc1csc(NC(=O)C(C)Oc2ccc3c(C)cc(=O)oc3c2)n1 (stereo unspecified)
 : ?, -3%[10 µM], 16%, 5%, -5%, -8%, ?, -10%
Cc1cccc(N2CCN(c3c4c(nc5nncn35)CCC4)CC2)c1C
 : ., ., ., -5%, -14%, 1%, ., -1%
CCOC(=O)c1cn(C2CC2)c2c(F)c(F)c(F)cc2c1=O
 : 7%, -3%, 4%, -2%, -2%, -4%, 17%, -2%
CCOC(=O)N1CCN(S(=O)(=O)c2ccc(C(=O)Nc3sc4c(c3C#N)CCC4)cc2)CC1
 : ?, -21%, -5%, 0%, -3%, -8%, ?, 0%
Cc1ccccc1NC(=S)N/N=C/c1ccc(O)cc1O
 : ., ., 6%[9.22 µM], ?, ?, ?, 14µM*, .
Cc1ccc(-c2ccc(/C=N\NC(=O)C3C(=O)NCC3c3ccccc3)o2)cc1Cl (stereo unspecified)
 : ?, -32%, ?, 3%, -11%, -28%, ?, -8%
CCOC(=O)C1C(CC)NC(=S)NC1(C)O (stereo unspecified)
 : 7%, 5%, -5%, -13%, -2%, -6%, 5%, -10%
CCOc1ccccc1C(=O)NCCCCCC(=O)O
 : 4%, 18%, -3%, 0%, -1%, 1%, 2%, -8%
O=C(c1ccccc1Oc1ccccc1)N1CCN(c2ccc(F)cc2)CC1
 : -3%, -7%, -25%, 10%, -6%, -3%, -9%, -23%
CCOc1cc([N+](=O)[O-])c2nc(N)sc2c1
 : ., -7%[10 µM], 8%[9.22 µM], 3%, 20µM*, -21%, -10%, .
COc1ccc(-c2csc(N3CCC(C(N)=O)(N4CCCCC4)CC3)n2)cc1
 : ?, -4%, -7%, 7%, -11%, ?, -4%, -84%[inhibitor]
CN(c1ccc(C(=O)NCc2cccnc2)cc1)S(C)(=O)=O
 : 11%, 19%[0.074 µM], 10%, 1%, 2%, 3%, 9%, -29%
COC(=O)c1c(NC(NC(=O)c2ccccc2)(C(F)(F)F)C(F)(F)F)sc2c1CCN(C)C2
 : ?, ., -2%, -10%, -13%, -5%, ?, 6%
Cc1cccc(-n2c(C)cc(/C=N/NC(=O)c3ccc(CN4CCOCC4)cc3)c2C)c1
 : ?, 2%[10 µM], -7%, -1%, -25%, -12%, ?, -30%[inhibitor]
OCC1(Cc2ccccc2)CCN(Cc2cc3ccccc3o2)CC1
 : 5%, 0%[10 µM], -2%[9.22 µM], -3%, -15%, -20%, -25%, .
Cc1ccc(S(=O)(=O)N2CCCCC2)cc1NC(=O)COC(=O)Cc1c(F)cccc1Cl
 : -14%, 29%[10 µM], 13%, -1%, -7%, -22%, 7%, 7%
CC(C)(C)c1nc(N2CCN(C(=O)c3ccco3)CC2)c2nnn(Cc3ccccc3)c2n1
 : -13%, -29%, ?, 3%, -6%, -5%, -1%, -18%
CCCc1cc2c(c(=O)o1)C(O)C1OC1C2=O (stereo unspecified)
 : 4µM*, -62%[inhibitor][10 µM], ., 6%[11.6 µM], ?, ?, ., .
O=C(Cn1nnc2ccccc21)OCc1ccccc1
 : 6%, -28%, -13%, -9%, -6%, -7%, 2%, .
CC1Cc2ccccc2N1C(=O)CN1C(=O)NC(C)(c2ccc3c(c2)OCCO3)C1=O (stereo unspecified)
 : -13%, -1%, ?, 11%, -18%, 1%, 4%, 17%
C=C1CCC2C(C)(CO)C(O)CCC2(C)C1C/C=C1\C(=O)OCC1O (stereo unspecified)
 : 8%, 17%[1.9 µM], ., -3%, -4%, 0%, 5%, .
Cc1ccc(CNC(=O)c2ccc([N+](=O)[O-])o2)cc1
 : -5%, -23%, ?, 2%, -3%, -4%, -8%, -8%
C[C@]12CC[C@H]3c4ccc(OC[C@H]5CO5)cc4CC[C@H]3[C@H]1CC[C@@H]2O
 : 18%[13.5 µM], -9%[10 µM], ., -13%[11.6 µM], ?, -18%[11.6 µM], ., .
COc1ccc(OC(=O)c2nc(SCc3ccccc3F)ncc2Cl)cc1
 : ., ., ., -8%, ?, -20%, ., -8%
CCCCNC(=O)c1cccc2c(=O)c(C)c(-c3ccccc3)oc12
 : 7%, 8%[10 µM], -9%, -2%, -8%, -2%, -3%, .
COc1ccc(NCc2nnc(SCC(=O)Nc3ccc(OC)cc3)n2C)cc1
 : 9%, -50%[inhibitor], -3%, 1%, -7%, 0%, 2%, -8%
NC(=O)/C(=C/c1ccc2c(c1)OCO2)NC(=O)c1ccco1
 : -12%, ., ., 1%, 1%, 2%, -4%, -7%
Cc1ccccc1C(=O)N1CCC(C(=O)Nc2cccc(F)c2)CC1
 : -6%, -14%, 5%[9.22 µM], -1%, 3%, -1%, 1%, 5%
COc1ccc(-n2c(-c3ccc(F)cc3)cnc2SCC(=O)NCc2ccco2)cc1
 : ?, -7%, 10%, 6%, ?, -15%, 0%, 6%

# Single entries from the entries so far:
# Tau fluor counter result of `COc1ccc(OC(=O)c2nc(SCc3ccccc3F)ncc2Cl)cc1` stands at -20%
# Tau fluor counter result of `O=C(Cn1nnc2ccccc21)OCc1ccccc1` stands at -7%
